Source: PubChem (National Center for Advancing Translational Sciences (NCATS))
BLM helicase inh: qHTS Assay for Inhibitors of Bloom's syndrome helicase (BLM) | Potency, µM (doses to about 56.1 µM), without a hit: top-dose activity change, negative = inhibition, actives largely listed as inhibitors | RecQ-like DNA helicase BLM (Homo sapiens), P54132 | 0.2% of 350,000 active | AID 2528, 2010 | recombinant BLM DNA unwinding, fluorescence dequenching;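 further: potency means the concentration at half of the fitted maximal effect; plate controls were vehicle for no effect and no enzyme for full effect; nearly all actives have a fitted effect of over 35% in size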
Tb PGK inh: qHTS Assay to Find Inhibitors of Phosphoglycerate Kinase; PGK/GAPDH coupled, Kinase-Glo luminescence, 60 min; Phosphoglycerate kinase, glycosomal (Trypanosoma brucei brucei), P07378; AID 602233, 2012; 0.043% of 380,000 active; Potency, µM (doses to about 57.5 µM), for inactives: at the top dose activity change, negative = inhibition, most hits filed as inhibitors; further: potency means the concentration at half of the fitted maximal effect; on the % scale 0 is the no-effect control and ±100 the full control effect; nearly all actives have a fitted effect of over 60% in size
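Luminescent ATP detection (Kinase-Glo Plus) follows a 60-minute room-temperature incubation, with wells lacking PGK as controls. Buffer: 100 mM TEA (pH 7.6), 5 mM MgCl2, 0.01% Tween-20. Coupling enzyme GAPDH (100 nM final) supplies unstable 1,3-BPG in-well.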
POLK inh: qHTS for Inhibitors of Polymerase Kappa; 0.53% of 400,000 active; DNA polymerase kappa (Homo sapiens), Q9UBT6; purified Pol kappa, fluorescent DNA synthesis assay, 10 min; Potency, µM (series often up to 107 µM), without a hit: top-dose activity, negative = inhibition, usual class: inhibitors; further: potency means the concentration at half of the fitted maximal effect; on the % scale 0 is the no-effect control and ±100 the full control effect
Target sequence (Q9UBT6 whole entry, looked up): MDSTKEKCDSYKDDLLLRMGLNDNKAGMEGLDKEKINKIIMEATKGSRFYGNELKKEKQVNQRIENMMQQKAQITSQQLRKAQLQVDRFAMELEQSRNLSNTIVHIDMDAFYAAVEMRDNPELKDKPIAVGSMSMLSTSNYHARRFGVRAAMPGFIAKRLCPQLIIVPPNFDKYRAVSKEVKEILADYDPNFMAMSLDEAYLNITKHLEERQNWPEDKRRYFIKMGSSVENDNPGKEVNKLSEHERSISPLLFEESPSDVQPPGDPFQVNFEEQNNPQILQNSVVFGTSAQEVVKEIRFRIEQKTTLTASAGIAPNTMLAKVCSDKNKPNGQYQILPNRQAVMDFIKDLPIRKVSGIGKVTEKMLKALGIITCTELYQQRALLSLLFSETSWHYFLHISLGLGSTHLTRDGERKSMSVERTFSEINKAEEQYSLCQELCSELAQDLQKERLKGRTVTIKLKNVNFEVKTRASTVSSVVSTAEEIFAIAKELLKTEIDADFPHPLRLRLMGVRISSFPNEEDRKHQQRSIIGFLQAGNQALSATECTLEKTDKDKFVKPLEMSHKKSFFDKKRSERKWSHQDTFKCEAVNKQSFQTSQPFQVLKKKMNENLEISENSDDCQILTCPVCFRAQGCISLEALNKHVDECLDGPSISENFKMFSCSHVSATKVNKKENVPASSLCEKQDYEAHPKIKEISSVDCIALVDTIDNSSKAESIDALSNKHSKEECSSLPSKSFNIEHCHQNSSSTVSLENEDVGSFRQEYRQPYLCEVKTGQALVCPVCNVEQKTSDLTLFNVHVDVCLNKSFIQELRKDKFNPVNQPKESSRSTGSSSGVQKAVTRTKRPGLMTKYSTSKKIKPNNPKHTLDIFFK
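Here, compound and 10 nM enzyme are combined for 15 min at room temperature; adding 50 nM substrate (final) starts DNA synthesis, tracked by fluorescence at 0 and 10 min against buffer-only wells.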
Pol beta inh: qHTS Assay for Inhibitors of DNA Polymerase Beta. P06746. Pol beta primer extension/strand displacement, fluorescence kinetic. Potency, µM (doses to about 114 µM), for inactives: at the highest dose activity change, negative = inhibition, actives largely listed as inhibitors. 1.3% of 340,000 active. AID 485314, 2010; further: potency means the concentration at half of the fitted maximal effect; on the % scale 0 is the no-effect control and ±100 the full control effect
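10 nM enzyme + cpd, 15 min RT; start with substrate 50 nM final; read 0 min and after 10 min RT. Corrected, normalized data; 4-parameter Hill curve fit.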
Apoferritin bind: qHTS Assay for Identification of Novel General Anesthetics; apoferritin/1-aminoanthracene competitive binding, fluorescence; 0.074% of 350,000 active; Potency, µM (top dose mostly 77.5 µM), inactives show at the top dose activity change, negative = displacement, usual class: inhibitors; AID 485281, 2010; Ferritin light chain (Equus caballus), P02791; further: potency means the concentration at half of the fitted maximal effect; on the % scale 0 is the no-effect control and ±100 the full control effect; nearly all actives have a fitted effect of over 20% in size
Target sequence (P02791 2-175 limits assumed): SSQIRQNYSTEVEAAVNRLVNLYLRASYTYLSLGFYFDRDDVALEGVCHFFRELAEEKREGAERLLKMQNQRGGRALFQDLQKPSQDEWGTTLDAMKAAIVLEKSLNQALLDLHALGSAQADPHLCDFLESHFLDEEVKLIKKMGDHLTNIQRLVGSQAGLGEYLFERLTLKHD
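In PBS, apoferritin at 10 uM is loaded with 1-AMA from a 50% saturated solution. After 10 min of compound exposure at ambient temperature, reduced 535 nm fluorescence indicates probe displacement.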
Pol iota inh: qHTS for Inhibitors of Polymerase Iota; 1% of 390,000 active; AID 588590, 2011; Potency, µM (doses to about 115 µM), for inactives: at the top dose activity, negative = inhibition, most hits filed as inhibitors; Pol iota fluorescent replication assay, 10 min; DNA polymerase iota (Homo sapiens), Q9UNA4; further: potency means the concentration at half of the fitted maximal effect
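Pol iota at 10 nM preincubated 15 min with compounds at room temperature; reaction started with fluorescent substrate, 50 nM final. Fluorescence read kinetically at 0 and 10 min; buffer-only wells as negative control.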
APE1 inh: qHTS Assay for Inhibitors of the Human Apurinic/apyrimidinic Endonuclease 1 (APE1); DNA repair nuclease/redox regulator APEX1 (Homo sapiens), P27695; recombinant APE1, TAMRA/BHQ-2 abasic DNA cleavage fluorescence; Potency, µM (highest dose often 65.8 µM), for inactives: top-dose activity change, negative = inhibition, actives largely listed as inhibitors; 0.35% of 350,000 active; AID 2517, 2012;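 further: potency means the concentration at half of the fitted maximal effect; plate controls were vehicle for no effect and reference inhibitor for full effect; nearly all actives have a fitted effect of over 55% in size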
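APE1 at 0.75 nM preincubated 15 min at room temperature with compound. Reaction then started with 50 nM double-stranded THF-abasic substrate labelled with TAMRA/BHQ-2, and 525/598 nm fluorescence read kinetically. Activity taken as third-minus-first read difference, normalized to DMSO and NSC13755 controls.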
Pol eta inh: qHTS for Inhibitors of Polymerase Eta | DNA polymerase eta (Homo sapiens), Q9Y253 | recombinant Pol eta, fluorescent DNA replication assay | Potency, µM (doses to about 114 µM), for inactives: at the top dose activity change, negative = inhibition, usual class: inhibitors | 1.2% of 390,000 active | AID 588591, 2011; further: potency means the concentration at half of the fitted maximal effect; on the % scale 0 is the no-effect control and ±100 the full control effect
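Fluorescent replication assay: 50 nM final substrate added after a 15 min room-temperature compound preincubation with 10 nM enzyme. Signal taken at 0 min and again at 10 min.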
RXFP1 antagonist: qHTS Assay for Antagonists of the Relaxin Receptor RXFP1; HEK293-RXFP1, relaxin-stimulated cAMP HTRF, 30 min; active compounds read low; 0.59% of 350,000 active; Relaxin receptor 1 (Homo sapiens), Q9HBX9; activity change, negative = inhibition, % at 57.5 µM;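 active means activity change of -60% or lower, but not beyond a set lower limit; inconclusive means change between -60% and -40%, or beyond the set limit; inactive means change above -40%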; further: on the % scale 0 is the no-effect control and ±100 the full control effect
* hit, by the source's call; i = inactive; u = inconclusive; x = no result given; [ ] = another dose, or the depositor's remark. Unless noted, the call rests on the fitted dose curve; in most records, active means well fitted curve in the direction sought with a large enough effect; inconclusive means small, poorly fitted or top-dose-only effect, or another doubt; inactive means no such curve, though single readings can be large; an effect the other way counts as inactive or inconclusive.

SMILES	BLM helicase inh	Tb PGK inh	POLK inh	Pol beta inh	Apoferritin bind	Pol iota inh	APE1 inh	Pol eta inh	RXFP1 antagonist
COc1ccc(CC2(CO)CCN(Cc3ccc4c(c3)CCO4)CC2)cc1	-1%	-9%	6%	-5%	-6%	-17%	-1%	-8%	-36
CC(C)c1ccc(NC(=O)C2C3C=CC4(CN(Cc5cccnc5)C(=O)C24)O3)cc1 (stereo not given)	-5%	-1%	0%	2%	-5%	15%	-6%	-1%	-2
COc1ccc(C(=O)Cn2cc[n+](C)c2)cc1	2%	i	-1%	47%	-4%	88%[activator]	-5%	-2%	2
COc1ccc(CC(=O)Nc2c3c(nn2-c2cccc(C)c2C)CS(=O)C3)cc1OC (stereo not given)	3%	-3%	-9%	-3%	-5%	55%[activator]	1%	1%	3
Oc1c(Cl)cc(Cl)cc1/C=N/c1ncn[nH]1	-2%	-7%	-11%	14%	53%[activator]	-34%	17%	-2%	4
COc1ccc(-c2nnc3ccc(SCC(=O)NCc4ccco4)nn23)cc1	1%	-11%	-9%	-24%	-11%	1%	u	-17%	-2
O=C(c1c(F)cccc1F)N1CCN(c2cccc(C(F)(F)F)c2)CC1	-16%	5%	-18%	-17%	-18%	4%	-6%	-19%	4
O=C(Nc1ccccn1)c1ccc(=O)[nH]n1	-7%	-6%	-14%	13%	-2%	-4%	-1%	-17%	2
O=C(c1cccnc1)C1CCCN(Cc2nc(Cc3ccccc3F)no2)C1 (stereo not given)	-1%	12%	-1%	3%	-8%	9%	8%	-19%	1
NC(=O)N/N=C/c1cccc(C(F)(F)F)c1	1%	i	7%	10%	-10%	2%	-1%	-11%	-5
Cc1cc(C)nc(NC(=O)c2ccc(C)c(C)c2)n1	-1%	-11%	-1%	0%	-7%	158%[activator]	15%	-1%	17
COc1ccc(C(=O)Nc2c(N)nc[nH]c2=O)cc1	x	-9%	0%	x	x	33%[activator]	x	-10%	-28
CSCCC(NC=O)C(=O)NC(C)C(=O)O (stereo not given)	x	0%	-12%	x	x	-18%	x	-10%	x
O=C(Nc1ncccn1)C1=C(O)c2ccccc2S(=O)(=O)N1Cc1ccccc1	-4%	-2%	1%	26%	-1%	-8%	3%	-3%	4
CC1=NN(Cc2ccccc2)C(=O)C1C(c1ccc(Cl)cc1)C(C#N)C#N (stereo not given)	-8%	14%	-12%	2%	-6%	-19%	2%	u	-5
Cc1ccccc1CNC(=O)CN(c1ccccc1Cl)S(C)(=O)=O	-1%	i	-18%	18%	-6%	2%	14%	-6%	2
Cc1cc(C)c(Cn2c(=O)n(CCC(=O)NCCc3ccccc3)c(=O)c3ccccc32)c(C)c1	0%	10%	-21%	-13%	8%	22%	x	-23%	x
COc1cccc(NC(=S)NCCN2CCOCC2)c1	-3%	8%	-2%	15%	3%	7%	3%	-11%	2
O=C1NCC2=C1C(c1ccc(Br)cc1)Nc1ccccc1N2 (stereo not given)	-4%	-8%	-3%	16%	-9%	3%	4%	-10%	5
Cc1ccc(S(=O)(=O)NCC(=O)N(CC(=O)NC2CCCC2)CC2CCCO2)cc1 (stereo not given)	-5%	0%	6%	7%	9%	80%[activator]	78%[activator]	-17%	11

Profiles as entered above:
Entry for O=C(Nc1ncccn1)C1=C(O)c2ccccc2S(=O)(=O)N1Cc1ccccc1 → BLM helicase inh = -4%; Tb PGK inh = -2%; POLK inh = 1%; Pol beta inh = 26%; Apoferritin bind = -1%; Pol iota inh = -8%; APE1 inh = 3%; Pol eta inh = -3%; RXFP1 antagonist = 4
Entry for COc1cccc(NC(=S)NCCN2CCOCC2)c1 → BLM helicase inh = -3%; Tb PGK inh = 8%; POLK inh = -2%; Pol beta inh = 15%; Apoferritin bind = 3%; Pol iota inh = 7%; APE1 inh = 3%; Pol eta inh = -11%; RXFP1 antagonist = 2

(list continues)
SMILES	BLM helicase inh	Tb PGK inh	POLK inh	Pol beta inh	Apoferritin bind	Pol iota inh	APE1 inh	Pol eta inh	RXFP1 antagonist
CCOC(=O)N1CCN(S(=O)(=O)N2CCCC(C(=O)NCc3ccc(F)cc3)C2)CC1 (stereo not given)	0%	5%	2%	6%	5%	0%	13%	-14%	5
COc1ccc(NC(=O)COC(=O)CCCOc2ccc(Cl)cc2Cl)cc1Cl	-7%	-6%	-1%	5%	-9%	48%[activator]	0%	-23%	-3
Cc1cc2oc(=O)cc(CN3CCCCC3C)c2cc1Cl (stereo not given)	1%	-11%	4%	6%	u	-12%	-14%	-11%	-9
O=C(Nc1ccc(Nc2ccccc2)cc1)c1ccc(F)cc1	-12%	i	-9%	u	u	-20%	8%	-10%	-10
CC1CCCC(C)N1C(=O)COc1cccc(Oc2ccccc2)c1 (stereo not given)	x	1%	-2%	x	x	13%	38%	-28%	-40
COc1ccc(-c2ccc(C3C4C=CCCC4(C)C(=O)N3Cc3ccccc3)c(F)c2)cc1OC (stereo not given)	-13%	x	-5%	x	10%	-8%	-5%	x	x
CCCN(CCC)S(=O)(=O)c1ccc(C(=O)Nc2cc3oc4ccccc4c3cc2OC)cc1	3%	-8%	-14%	9%	-3%	6%	-4%	-12%	-6
CCC(C)(CN(C)C)OC(=O)c1ccccc1 (stereo not given)	x	-4%	0%	x	x	u	37%	-6%	-5
COc1ccc(-c2nnc(CSc3nc4ccccc4c(=O)n3CC3CCCO3)o2)cc1OC (stereo not given)	-4%	0%	-4%	-28%	2%	22%	-6%	0%	1
Nc1nc(-c2ccccc2)c(N=Nc2cccc3ccccc23)s1	-15%	-3%	-8%	27%	u	-1%	u	-25%	18
COCC(C)OC(=O)C(C#N)c1nc2ccccc2nc1N1CCN(Cc2ccccc2)CC1 (stereo not given)	-2%	3%	-18%	0%	4%	12%	u	-13%	-8
Cn1c(CS(=O)Cc2c(Cl)cccc2Cl)nnc1SCc1ccc(Cl)cc1 (stereo not given)	1%	-3%	0%	12%	-7%	4%	2%	9%	0
COC(=O)c1ccccc1NC(=O)Cn1cnc2c(cnn2-c2ccc(C)c(C)c2)c1=O	x	-5%	-7%	x	x	2%	x	-3%	-7
C[C@H](NC(=O)[C@@H]1Cc2ccccc2CN1C(=O)OC(C)(C)C)C(=O)NCc1ccco1	0%	-4%	5%	17%	-15%	32%[activator]	70%[activator]	-8%	-4
CCN(CCCC(=O)c1ccc(F)cc1)CCc1ccccc1	-3%	-4%	0%	15%	-11%	-13%	13%	-9%	1
COc1ccc([N+](=O)[O-])cc1NS(=O)(=O)c1cc(C(=O)O)ccc1OC	-2%	6%	5%	u	-9%	7%	3%	-12%	10
Cc1cc(Cl)ccc1OCCn1cncn1	-2%	i	-5%	-5%	-5%	3%	7%	-11%	4
O=C(COC(=O)Cc1ccc(Cl)cc1)NCc1ccc(F)cc1	x	-1%	-10%	x	x	16%	-7%	u	-6
CCc1nnc(NC(=O)CCC(=O)NCc2ccccc2Cl)s1	-2%	i	3%	35%	2%	-2%	19%	-11%	13
CCOC(=O)Nc1nc2ccccc2s1	-7%	-1%	-14%	-6%	-10%	13%	0%	8%	-1
Cc1ccn2c(NC3CCCCC3)c(-c3cccc(SC4CCCCC4)c3)nc2c1	x	3%	-10%	x	x	3%	21%	-17%	x
O=C1CC(c2ccccc2)c2c(O)cc(O)cc2O1 (stereo not given)	-8%	i	-14%	4%	-14%	-9%	-2%	11%	16
COc1ccc(C2N(C(=O)CN3CCCC3)CCCN2S(=O)(=O)c2ccccc2)cc1 (stereo not given)	8%	i	-5%	0%	-7%	33%[activator]	59%[activator]	-24%	-3
CCOC(=O)C1CCCN(C(=O)c2cc3c(=O)n(C)c4ccccc4c3s2)C1 (stereo not given)	0%	0%	-5%	-28%	-21%	7%	x	-4%	-25
Cc1c(NC(=O)CSc2nnc(-c3cccc(Cl)c3)o2)c(=O)n(-c2ccccc2)n1C	-6%	-4%	-13%	-3%	1%	-4%	-1%	-3%	-5
Cn1cc(CCC(=O)N2CCCC(CCC(=O)NCc3ccc(F)c(F)c3)C2)cn1 (stereo not given)	-2%	i	10%	8%	-13%	-91%	-3%	-17%	-4
Cc1ccc2c(CC(=O)N3CCN(c4cccc(Cl)c4)CC3)coc2c1C	-10%	-2%	-1%	1%	13%	-11%	x	-11%	-34
Cc1cc(C2(c3ccc(O)c(C)c3)C(=O)Nc3ccccc32)ccc1O	-19%	-3%	-18%	-9%	u	-11%	-2%	-21%	-24
CN(C)C(=O)CSc1nnc(-c2ccc(F)cc2)c2ccccc12	-12%	1%	4%	5%	2%	12%	2%	-18%	2
CCC(C)[C@H](NC(=O)N1CC(=O)Nc2ccccc21)C(=O)N1CCC(C(=O)O)CC1 (stereo not given in full)	-2%	-3%	-11%	11%	41%[activator]	-15%	-7%	6%	-25
CCC(=O)N1c2ccc(S(=O)(=O)N3CCN(C)CC3)cc2CC1C (stereo not given)	0%	-8%	-6%	-17%	-1%	u	6%	-9%	-8
COc1ccc2c(c1)c1c(c(=O)n(CCc3ccccc3)c(=O)n1Cc1ccccc1)n2C	-1%	-5%	5%	14%	31%[activator]	36%[activator]	x	-15%	x
Cc1ccc(CNC(=O)CS(=O)(=O)c2ccccc2)cc1	0%	x	-3%	-4%	-1%	-11%	2%	-3%	1
Cc1ccccc1NC(=O)/C(=C\c1cccs1)NC(=O)c1ccccc1	1%	-6%	-21%	3%	-10%	6%	-4%	7%	-17
COc1ccc(OC)c(C(=O)c2ccccn2)c1	-7%	i	-4%	27%	-1%	212%[activator]	12%	-15%	11

The list is partial; count on the stated rates, not on these rows.
